PTHR1 agonist – agonists of human PTHR1 parathyroid hormone receptor | Q03431 | HEK293 GP2 PTHR1 cells, GloSensor cAMP luminescence, 1 h | Potency, µM (highest dose often 115 µM), for the others: at the highest dose activation, actives largely listed as activators | 410,000 tested, 0.075% active | AID 743266; also: nearly all actives have a fitted effect of over 55% in size; some results filed as inactive show a strong effect at the top dose; inactives centre near -15; many of its hits are not listed in these tables
Target sequence (Q03431 whole entry, looked up): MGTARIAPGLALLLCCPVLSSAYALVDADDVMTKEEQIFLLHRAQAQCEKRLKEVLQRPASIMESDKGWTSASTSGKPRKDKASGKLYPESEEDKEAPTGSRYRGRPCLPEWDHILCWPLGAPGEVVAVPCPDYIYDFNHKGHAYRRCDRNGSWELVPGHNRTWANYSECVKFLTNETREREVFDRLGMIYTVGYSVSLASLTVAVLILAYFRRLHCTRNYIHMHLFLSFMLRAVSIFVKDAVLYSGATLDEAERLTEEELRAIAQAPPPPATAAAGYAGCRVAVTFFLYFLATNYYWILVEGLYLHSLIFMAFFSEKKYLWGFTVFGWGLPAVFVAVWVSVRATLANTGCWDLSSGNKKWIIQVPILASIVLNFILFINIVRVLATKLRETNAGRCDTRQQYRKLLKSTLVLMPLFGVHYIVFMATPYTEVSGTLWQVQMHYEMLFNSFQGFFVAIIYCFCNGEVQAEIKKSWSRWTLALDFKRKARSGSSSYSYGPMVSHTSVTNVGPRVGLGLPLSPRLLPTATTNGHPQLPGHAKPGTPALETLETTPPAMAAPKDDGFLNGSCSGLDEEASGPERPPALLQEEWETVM
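HEK-293-derived GP2 cells expressing PTHR1 and a GloSensor cAMP reporter, 3,000/well, plated overnight, given luciferin plus IBMX (each 0.5 mM as added) for 1 h at 37 °C, then compound for 1 h at 37 °C. Luminescence was read after 15 min at room temperature.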
FUS yeast rescue – suppressors of FUS proteinopathy in yeast. Potency, µM (titrated, usually from 76.6 µM), for inactives: top-dose growth rescue (activation), actives largely listed as activators. S. cerevisiae FUS-expressing, growth rescue, OD600, 24 h. 390,000 tested, 0.24% active;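 also: plate controls were DMSO vehicle for no effect and reference control for full effect; nearly all actives have a fitted effect of over 55% in size; some results filed as inactive show a strong effect at the top dose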
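Quantitative HTS measuring growth restoration of FUS-toxic yeast. Galactose-induced cells (OD 0.005) were exposed 24hr at 30C to compounds at several concentrations, then absorbance at 600 nm was recorded.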
TDP-43 yeast inh – TDP-43 toxicity inhibition in yeast; TDP-43 expressing yeast growth rescue, BacTiter-Glo, 24 h; Potency, µM (highest dose often 46.1 µM), without a hit: at the top dose growth rescue (activation), hits mostly activators; 410,000 tested, 1.8% active; AID 652104; also: % of control where 0% means no effect; nearly all actives have a fitted effect of over 50% in size
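Luminescence from BacTiter-Glo reports growth of TDP-43-expressing yeast after 24 hr at 30 deg C with compound. Cells were raffinose-pregrown to mid-log, then seeded in galactose medium at OD600=0.02.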
* marks the source's active call; other numbers are inactive results; i = inactive; ? = inconclusive; [ ] = remark or other dose. Calls follow the shape of the dose curve; as a rule, active = well fitted curve in the direction sought with a large enough effect; inconclusive = small, poorly fitted or top-dose-only effect, or another doubt; inactive = no such curve, though single readings can be large; an effect the other way counts as inactive or inconclusive. Potency is read from the fitted curve at half-maximal effect.

Value order – FUS yeast rescue	TDP-43 yeast inh	PTHR1 agonist
COc1ccccc1N1CCN(C(CNC(=O)C(=O)NCCN(C)C)c2cccnc2)CC1 (stereo not drawn)
 : 25.2%	10.7%	i
Fc1ccc2ncc3c(-c4ccccc4)n[nH]c3c2c1
 : 2.5%	16.6%	i
COCCn1c(C)cc(O)c(C(c2ccc(OC)cc2)N2CCCCC2)c1=O (stereo not drawn)
 : 20.9%	0.9%	18.8%
CCCC(=O)n1nc(-c2ccco2)nc1NCc1ccccc1Cl
 : -10.8%	11.8%	i
COc1cccc(-n2c(=O)c3sc4ccccc4c3n(CC(=O)Nc3ccc(F)cc3F)c2=O)c1
 : 16.6%	4.0%	i
Cc1c(C(=O)NCc2cccc(Cl)c2)sc2nc3n(c(=O)c12)CCCC3
 : 19.4%	22.4µM*	i
COc1ccccc1N1CCN(CC(O)COc2cc(C)cc(C)c2)CC1 (stereo not drawn)
 : 5.5%	-0.1%	i
COc1cc2c(cc1OC)n(CC(=O)Nc1ccccc1)c(=O)n1nc(-c3ccccc3)nc21
 : -8.4%	26.9%	-11.1%
COc1ccc(N2CCN(c3oc(/C=C/c4cc(OC)c(OC)c(OC)c4)nc3C#N)CC2)cc1
 : -16.7%	5.6%	i
Cn1cc(C(=O)O)c(=O)c2cc(S(=O)(=O)N3CCOCC3)ccc21
 : 38.1%	0.0%	i
CCCN(C(=O)c1cn(C)c(=O)c2cc(OC)c(OC)cc12)c1ccc(CC)cc1
 : 11.8%	22.4%	19.0%
O=C(NCCc1ccccc1)c1ccc2c(c1)N(Cc1ccccc1F)C(=O)c1ccccc1S2=O (stereo not drawn)
 : -9.9%	13.0%	-8.2%
CCOc1cccc2sc(N(Cc3cccnc3)C(=O)c3ccco3)nc12
 : -5.0%	2.7%	-39.0%[inhibitor]
CCOC(=O)c1[nH]c(C)c(CCC(=O)NCc2ccc(OCC)cc2)c1C
 : -13.5%	6.5%[9.22 µM]	-23.0%
COc1ccc(NC(=O)CSc2nc(-c3cccs3)cc(C(F)(F)F)n2)cc1OC
 : -4.7%	22.8%[9.22 µM]	-47.1%[inhibitor]
Cc1cccc(Cn2c(CNS(=O)(=O)c3ccc(C(C)C)cc3)nc3cccnc32)c1
 : -15.9%	8.5%	-10.8%
O=C(COc1ccccc1F)Nc1ccc2nc(SCCOc3ccccc3)sc2c1
 : 1.7%	-0.1%	-23.5%
O=C(NCc1ccccc1Cl)c1cc2cccc3c2n1CCS3
 : -2.4%	-5.3%	i
CC(C)CCNC(=O)[C@@H](c1ccccc1)N1Cc2ccccc2C1=O
 : -4.5%	10.0%	25.2%
CCOC(=O)c1c(-c2ccc(OC)cc2)oc2ccc(OCc3ccc(F)cc3F)cc12
 : -0.8%	18.6%	i
Cc1ccc2c(=O)cc(C(=O)Nc3cccc(C(F)(F)F)c3)oc2c1C
 : -1.4%	0.0%	i
Cc1nn(CCCC(=O)NCCc2ccc(Cl)cc2)c(=O)c2c1sc1ccccc12
 : 6.5%	23.0%	i
Cc1ccc2c(c1)-c1ncc(C(=O)c3ccccc3O)cc1CO2
 : 31.6%	29.5%	-16.7%
COc1ccc2c(c1)c(=O)c(S(=O)(=O)c1ccc(F)cc1)cn2Cc1ccccc1Cl
 : 2.4%	-16.5%	-4.9%
Cc1ccc(NC(=O)C(Cc2c[nH]c3ccccc23)NC(=O)OCC(C)C)cc1 (stereo not drawn)
 : 14.1%	15.1%	-8.2%
CC1Cc2cc(S(=O)(=O)CCC(=O)Nc3ccc(OC(F)(F)F)cc3)ccc2N1C(=O)C1CC1 (stereo not drawn)
 : 16.0%	0.4%	-34.6%[inhibitor]
Cc1ccc(CCNC(=O)c2c(C)oc3ncnc(N4CCOCC4)c23)cc1
 : 16.6%	5.5%	-23.9%
CCc1ccc(-n2nc(C)c3c(C(=O)N4CCN(c5ccccc5)CC4)cc(C)nc32)cc1
 : -20.7%	0.0%[9.22 µM]	-35.9%[inhibitor]
COc1ccc(-n2nc(C(=O)Nc3cc(C)ccn3)c3c4ccccc4n(C)c3c2=O)cc1Cl
 : -18.1%	4.5%	-8.6%
CCc1ccc(NC(=O)C(=O)NCCc2csc(-c3ccc(C(F)(F)F)cc3)n2)cc1
 : 8.9%	-5.4%	12.1%
Cc1cc(C)cc(NC(=O)Cn2c(=O)oc3cc(S(=O)(=O)N4CCCC4)ccc32)c1
 : 10.4%	-5.9%	-30.5%
Cc1nc2nc(NC(=O)c3ccccc3F)[nH]n2c(=O)c1Cl
 : -3.1%	6.8%	0.8%
COc1ccccc1OC(C)C(=O)NCC1(N2CCOCC2)CCCCC1 (stereo not drawn)
 : -2.9%	-33.0%[inhibitor]	12.5%
CC(=O)Nc1ccccc1-c1nc2ccccc2n(CC(=O)c2ccc(Br)cc2)c1=O
 : 8.2%	-2.3%	-14.8%
O=C(Cn1c(=O)nc(-c2ccccc2)c2cc(Cl)ccc21)N1CCN(c2ccc(F)cc2)CC1
 : 1.8%	23.8%	i
Cc1cccc(NC(=O)/C(C#N)=C/c2ccc(C)o2)c1
 : 14.1%	29.9%	-24.8%
CN(C(=O)c1cc2c(=O)n3ccccc3nc2n1C)c1ccccc1
 : -15.1%	?	i
CC1CCCc2sc3nc(SCC(=O)c4ccc(Br)cc4)nc(N)c3c21 (stereo not drawn)
 : 44.1%	0.0%	i
O=C1c2oc3ccccc3c(=O)c2C(c2cccc(O)c2)N1Cc1ccc(F)cc1 (stereo not drawn)
 : -0.6%	-2.5%	-74.3%[inhibitor]
COc1ccc(OC)c(NC(=O)COCc2cc(-c3ccc(F)cc3)on2)c1
 : 41.8%	?	-14.6%
CCOc1ccc(NC(=O)c2cc3sc(Cl)cc3n2CC)cc1
 : 3.6%	0.9%	-22.9%
COc1cc(C(=O)Nc2nc3c(s2)Cc2c(Br)ccc(OC)c2-3)cc(OC)c1OC
 : ?	10.2%	?
CCn1c(C(=O)N2CCCC(C(=O)N3CCN(c4ccccc4)CC3)C2)cc2sccc21 (stereo not drawn)
 : 35.4%	?	-44.1%[inhibitor]
CCOC(=O)c1[nH]c(C)c(CCC(=O)NCc2ccccc2C)c1C
 : -2.7%	-9.4%	10.3%
COc1cccc(NC(=O)Cn2cc(C(=O)c3ccco3)c3ccccc32)c1
 : 1.9%	-0.1%	-12.5%
CC(=O)Nc1ccc(Nc2nc3ccc(Cl)cc3n3cnnc23)cc1
 : 4.2%	16.9%	-30.7%[inhibitor]
Cc1ccc(NC(=O)c2c(NC(=O)c3ccco3)sc3c2CCC(C(C)(C)C)C3)c(C)c1 (stereo not drawn)
 : 4.6%	-4.8%	-16.9%
CCc1ccc(C(=O)c2cn(CC(=O)Nc3ccc4c(c3)OCO4)c3ccc(F)cc3c2=O)cc1
 : 12.6%	13.6%	-5.9%
COc1cccc(C2=NN(S(C)(=O)=O)C(c3cn(-c4ccccc4)nc3-c3cccs3)C2)c1 (stereo not drawn)
 : 31.5%	16.5%	-46.4%[inhibitor]
Cc1ccc2nc(CSc3nnc(NC(=O)c4cccc(Br)c4)s3)cc(=O)n2c1
 : -5.5%	21.9%	0.3%
CCS(=O)(=O)N1CCc2cc(C(=O)NCc3ccc(C)cc3)ccc21
 : 6.2%	20.1%	-13.3%
COCCNC(=O)Cn1cc(S(=O)(=O)Cc2ccccc2Cl)c2ccccc21
 : 8.1%	2.4%	i
CN(C)c1ccc(C(CNS(=O)(=O)c2ccccc2)N2CCc3ccccc32)cc1 (stereo not drawn)
 : 3.1%	13.6%	i
COc1ccc(NC(=O)c2c(NCc3cccs3)sc3c2CCCCC3)cc1
 : 31.7%	12.7%[9.22 µM]	-22.6%
CCOc1ccc(C(=O)c2cn(CC(=O)Nc3cccc(OC)c3)c3cc4c(cc3c2=O)OCCO4)cc1
 : 20.7%	-7.4%	-55.4%[inhibitor]
NS(=O)(=O)c1ccc(NC(=O)C2Cc3ccccc3N2C(=O)c2ccccc2)cc1 (stereo not drawn)
 : 17.5%	13.6%	i
Cc1cc(C)n(-c2nc3cc(Cl)ccc3nc2Nc2ccc(CC(=O)O)cc2)n1
 : -15.0%	13.1%	?
O=c1c2ccccc2n(Cc2c(F)cccc2Cl)c(=O)n1Cc1ccccc1
 : 7.1%	3.1%	-2.8%
CCOC(=O)c1cc(-c2ccccc2)n(CCCC(=O)Nc2ccccc2C)c1C
 : 16.1%	10.1%	i
O=C(Nc1ccccc1F)c1oc2ccccc2c1NC(=O)C12CC3CC(CC(C3)C1)C2
 : -23.9%	4.3%	i

Record cards, from the list above. Order of values: FUS yeast rescue	TDP-43 yeast inh	PTHR1 agonist
`O=c1c2ccccc2n(Cc2c(F)cccc2Cl)c(=O)n1Cc1ccccc1` as listed: 7.1%	3.1%	-2.8%
`COc1cc(C(=O)Nc2nc3c(s2)Cc2c(Br)ccc(OC)c2-3)cc(OC)c1OC` as listed: ?	10.2%	?
`COc1cccc(NC(=O)Cn2cc(C(=O)c3ccco3)c3ccccc32)c1` as listed: 1.9%	-0.1%	-12.5%
`CCOC(=O)c1[nH]c(C)c(CCC(=O)NCc2ccccc2C)c1C` as listed: -2.7%	-9.4%	10.3%
`COc1ccc(OC)c(NC(=O)COCc2cc(-c3ccc(F)cc3)on2)c1` as listed: 41.8%	?	-14.6%

Going on with the list:
Value order – FUS yeast rescue	TDP-43 yeast inh	PTHR1 agonist
CCc1ccc(NC(=O)CC2C(=O)N(c3ccc(OC)cc3)C(=O)N2Cc2ccc(OC)cc2)cc1 (stereo not drawn)
 : 7.1%	21.2%	-20.6%
CCc1ccc(-n2nc3cc(C)c(NC(=O)c4cc(OC)cc(OC)c4)cc3n2)cc1
 : -1.2%	5.7%	i
CCC(C(=O)NCCc1cc(OC)ccc1OC)n1nc(C)c2c(C)n(-c3ccccc3)nc2c1=O (stereo not drawn)
 : 21.6%	2.1%	-12.0%
Cc1oc2ccc(O)c(CN(C)Cc3ccccc3)c2c1C(=O)Nc1ccccc1
 : 10.5%	-5.9%	-12.8%
Cc1ccc(C)c(C(=O)CSc2nc3cc(C(=O)NC4CCCC4)ccc3c(=O)n2CC2CCCO2)c1 (stereo not drawn)
 : -2.9%	19.1%	i
CC(=O)c1cccc(NC(=O)c2sc3nc4c(cc3c2N)CCCC4)c1
 : 4.1%	0.0%	-25.6%
COc1ccccc1NC(=O)C1=C(C)Nc2nc3ccccc3n2C1c1cccc(OC)c1OC (stereo not drawn)
 : -24.4%	16.0%	-3.2%
Cc1nc2nc(SCC(=O)NCCc3ccc(Cl)cc3)nn2c(C)c1Cc1ccccc1
 : ?	?	-97.4%[inhibitor]
Cc1ccc(CNC(=O)Cn2cc3c(n2)-c2c(oc(C(=O)N4CCOCC4)c2C)CC3)cc1
 : 8.9%	?	-73.4%[inhibitor]
O=C(Nc1cc2c(cc1C(=O)c1ccccc1)OCCO2)c1ccc(Br)cc1
 : -6.6%	-1.1%	6.0%
O=C1CC(c2nnc(Cc3cccc(Cl)c3)o2)CN1c1ccccc1 (stereo not drawn)
 : 28.4%	25.0%	i
CCC(NC(=O)Nc1cccc(C)c1)c1c(-n2cccc2)sc2c1CCN(C)C2 (stereo not drawn)
 : 7.8%	7.3%	i
Clc1ccc2nc(-c3ccc(N4CCOCC4)cc3)c(Nc3ccccc3)n2c1
 : -2.5%	19.6%	-10.3%
COc1ccccc1NC(=O)c1sc2nc(-c3cc4ccccc4oc3=O)[nH]c(=O)c2c1C
 : -21.3%	0.1%	11.1%
COc1cc(C)c(C)cc1S(=O)(=O)Nc1cccc(-c2ccc(N3CCOCC3)nn2)c1
 : ?	-15.7%	-4.4%
N#Cc1ccccc1Cn1nnc2c(=O)[nH]c(C3CCCN(S(=O)(=O)c4ccc(F)cc4)C3)nc21 (stereo not drawn)
 : 13.3%	7.7%	-2.9%
CC(C)c1cnc2c(c1SCC(=O)O)c(=O)n(C)c(=O)n2C
 : -0.4%	19.0%	?
CC(C)(C)C(=O)Nc1cccc(C(=O)OCc2cc(=O)n3nc(C4CCCCC4)sc3n2)c1
 : -3.4%	0.7%	-16.8%
Cc1cccc(NC(=O)C(=O)NCC(c2cccnc2)N2CCOCC2)c1 (stereo not drawn)
 : -11.3%	8.9%	16.4%
CCc1ccccc1NC(=O)Nc1cc(C(=O)NCc2ccc(C(C)C)cc2)ccc1N1CCCC1
 : 6.4%	-0.5%	-3.1%
Cc1ccc(CNC(=O)c2cnn(-c3ccc(F)cc3F)c2C2CCN(C(=O)OC(C)(C)C)CC2)cc1
 : ?	18.0%	i
CC1=C(c2ccc(C)c(C)c2)S(=O)(=O)N=C1N1CCC(C(=O)NCc2ccc(Cl)cc2)CC1
 : 6.9%	0.0%	i
COc1ccc(-c2csc(-c3nc(-c4ccc(Br)s4)cs3)n2)cc1F
 : -0.9%	12.2%	i

Screens from PubChem.

Some of the compounds tested; count on the stated rates, not on these rows.
